# NSD2 inh: blocks human histone methyltransferase NSD2; O96028; NSD2 peptide methylation, AlphaScreen, 120 min; inhibition, % at 12.5 µM; 0.54% of 310,000 active; AID 743445; in the data active = inhibition above about 50%
# Keap1 Nrf2 FP: Keap1-Nrf2 (human) interaction inhibition; Keap1 Kelch-Nrf2 peptide fluorescence polarization, 1536-well; inhibition, % at 9.4 µM; 0.15% of 340,000 active; in the data active = inhibition above about 12%;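 also: human Keap1 Kelch domain with fluorescein labeled Nrf2 9mer peptide probe; 0% = neutral control wells and 100% = peptide positive control; higher means more block of Keap1 binding to Nrf2 peptide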
# Target sequence (Q14145 whole entry, looked up, the tested form may be a part): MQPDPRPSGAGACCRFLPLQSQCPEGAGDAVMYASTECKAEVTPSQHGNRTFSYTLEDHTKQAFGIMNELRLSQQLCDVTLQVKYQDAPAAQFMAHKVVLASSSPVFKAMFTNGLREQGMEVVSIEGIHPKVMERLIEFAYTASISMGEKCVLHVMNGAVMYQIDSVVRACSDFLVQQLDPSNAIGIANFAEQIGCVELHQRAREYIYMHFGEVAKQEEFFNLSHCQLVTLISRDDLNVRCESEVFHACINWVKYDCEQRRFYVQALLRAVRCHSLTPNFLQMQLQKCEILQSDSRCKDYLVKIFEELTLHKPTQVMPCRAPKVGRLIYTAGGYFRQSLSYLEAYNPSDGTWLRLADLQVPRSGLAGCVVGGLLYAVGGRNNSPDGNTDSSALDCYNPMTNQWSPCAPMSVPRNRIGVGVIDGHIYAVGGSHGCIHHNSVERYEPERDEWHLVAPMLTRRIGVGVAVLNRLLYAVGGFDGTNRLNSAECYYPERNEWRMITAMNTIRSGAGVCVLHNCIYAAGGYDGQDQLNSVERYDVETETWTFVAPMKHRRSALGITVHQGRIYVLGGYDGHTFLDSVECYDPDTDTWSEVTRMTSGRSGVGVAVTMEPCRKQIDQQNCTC
# SUMO Mot1 rescue: SUMOylation pathway inhibition by Mot1-301 growth rescue | S. cerevisiae Mot1-301 growth rescue, ATP luminescence, 38.5C; percent above DMSO median, 100 means doubled | growth rescue, % at 18.8 µM | 1% of 320,000 active;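 active = every valid replicate shows activation above 250% relative to neutral control wells; inactive = the rest, any valid replicate at or below 250%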;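 also: OY570 slx delta 5 strain wells were the positive control but not used for scaling; some compounds called inactive have numbers as strong as hits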
# cardiac RTF act: increases calcium sensitivity of human cardiac regulated thin filaments; P19429+P45379; IANBD-labeled TnC RTF fluorescence at EC20 calcium; 0% EC20 calcium, 100% full calcium; activation, % at 7.2 µM; 0.24% of 340,000 active;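 active = activation above the mean over all tested compounds plus 3 SD, cut at about 30% in these data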;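 also: rise in fluorescence read as greater calcium sensitivity of cardiac thin filaments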
# CDK5 inh: CDK5/p35 (human) kinase inhibition. Q00535+Q15078. Recombinant CDK5/p35, ADP-Glo luminescence, 60 min. inhibition, % at 10 µM. 0.01% of 330,000 active. AID 488839;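 active = highest replicate inhibition of at least 50% and at least 75% of replicates reaching 50%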;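 also: plate controls were DMSO neutral control for no effect and GW8510 at 10 µM for full effect; many of its hits are not listed in these tables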
# dFosB activator: activators of mouse delta FosB homodimer; P13346; purified delta FosB, TAMRA-CDK5 oligo fluorescence polarization; percent of positive-control signal above neutral wells; activation, % at 25 µM; 0.99% of 340,000 active;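 active = mean activation above about 17%, with every replicate also reaching it, limit read from the data, passing the limit was not always enough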;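 also: fluorescence polarization rise as delta FosB binds a TAMRA Cdk5 AP-1 oligo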
# C-LANA FP: inhibitors of KSHV LANA C-terminal domain DNA binding. 0.078% of 340,000 active. MBP-C-LANA/FAM-LBS DNA binding, fluorescence polarization. inhibition, % at 9 µM. AID 504423;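 active = highest replicate inhibition at or above 60% at 9 µM, even if other replicates fall short; inactive = all replicates below 60% inhibition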;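 also: 0% = neutral control wells and 100% = 4 µM acridine orange control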
# PfHsp90 set2: inhibits growth of yeast expressing Plasmodium falciparum Hsp90; inhibition, % at 9.4 µM; 0.32% of 310,000 active; AID 504621; S. cerevisiae expressing PfHsp90, BacTiter-Glo ATP, 48 h; yeast lacking PDR1 and PDR3 efflux regulators;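 active = every replicate shows inhibition above about 80%, whatever the replicate mean, limit read from the data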;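 also: 0% = DMSO neutral controls and 100% = 20 µM radicicol positive controls; yeast relying on Plasmodium falciparum Hsp90 in place of its own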
# PvdQ acylase: blocks Pseudomonas aeruginosa PvdQ acylase activity; purified PvdQ acylase, fluorescence plate reader; inhibition, % at 10 µM; 0.063% of 340,000 active; AID 488965; in the data active = inhibition above about 30%, passing the limit was not always enough;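 also: 0% = vehicle neutral wells and 100% = reference inhibitor wells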
# Rtt109 Vps75: C. albicans Rtt109 histone acetyltransferase inhibition | 0.16% of 330,000 active | inhibition, % at 34.9 µM | purified Rtt109/Vps75, ThioGlo CoA-SH fluorescence, 4 h | Q5AAJ8;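 active = inhibition of at least 50% in every replicate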
# Target sequence (Q5AAJ8 whole entry, looked up): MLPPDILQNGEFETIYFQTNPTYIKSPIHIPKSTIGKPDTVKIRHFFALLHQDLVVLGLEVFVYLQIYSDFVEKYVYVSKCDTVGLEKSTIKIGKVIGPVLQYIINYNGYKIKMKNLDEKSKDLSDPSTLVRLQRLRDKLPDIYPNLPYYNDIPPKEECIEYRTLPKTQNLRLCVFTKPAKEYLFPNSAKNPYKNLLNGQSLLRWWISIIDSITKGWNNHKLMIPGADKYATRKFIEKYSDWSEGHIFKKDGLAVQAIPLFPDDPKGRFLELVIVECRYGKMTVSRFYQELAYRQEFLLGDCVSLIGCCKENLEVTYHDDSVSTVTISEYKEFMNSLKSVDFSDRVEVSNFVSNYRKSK
# Cardiac RTF inh: cardiac RTF calcium desensitization; P19429+P45379; IANBD-labeled cardiac RTF, Ca2+ fluorescence; inhibition, % at 7.15 µM; 0.12% of 340,000 active; AID 493244;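 active = inhibition above the mean inhibition of all tested compounds plus 3 SD, cut at about 17% in these data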;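 also: assay run at fixed EC70 calcium of 1.6 mM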
# * hit, by the source's call; nt = not tested or not shown; & = joins results of further samples.
SMILES,NSD2 inh,Keap1 Nrf2 FP,SUMO Mot1 rescue,cardiac RTF act,CDK5 inh,dFosB activator,C-LANA FP,PfHsp90 set2,PvdQ acylase,Rtt109 Vps75,Cardiac RTF inh
Cc1cc(C)n2nc(C(=O)OCC(=O)NCc3ccc(F)cc3)nc2n1,0,0,-2,-3,0.4,-7,-2.3,-1,-5,1,-7
O=C(O)c1ncc(Cl)c(Cl)c1Cl,-4&-3,-4&0,1&14,3&-5,-0.2&-0.7,-1&-8,-0.5&-0.4,1&2,-10&1,0,-3&4
Cc1occc1-c1nnc(SCC(=O)c2c(N)n(C3CC3)c(=O)[nH]c2=O)n1C,-6,-5,15,1,-7.7,-1,0.5,-2,-10,1,-5
Cc1ccc(/C=C2\SC(N3CCN(C(c4ccccc4)c4ccccc4)CC3)=NC2=O)o1,0,-1,-9,-2,0.0,-11,-1.0,-110,-2,-6,-11
N#Cc1ccccc1S(=O)(=O)N1CCC(C(=O)Nc2cccc(C(=O)NC3CC3)c2)CC1,0,-2,nt,-3,2.4,-6,-0.2,11,-1,-7,-1
Cc1ccccc1C(=O)Nn1cnnc1,0,2,-11,4,1.1,3,1.3,-14,-2,-2,-8
Cc1cccc(Oc2coc3cc(OC(=O)c4cc5ccccc5oc4=O)ccc3c2=O)c1,0,0,-4,4,-2.1,11,-0.2,nt,-16,-4,-5
CCOC(=O)C1(CCOC)CCN(C/C=C/c2ccccc2OC)CC1,0,-2,48,12,0.7,-10,-1.1,20,-4,-7,2
O=C(c1cccc(S(=O)(=O)N2CCCC2)c1)N1CCN(S(=O)(=O)c2cccc(Cl)c2)CC1,-3,-8,nt,-2,-0.2,-5,0.1,-20,-11,6,4
Cc1ccc(C2=NN(C(=O)CN3C(=O)c4ccccc4S3(=O)=O)C(c3ccco3)C2)cc1 (configuration not stated),0,2,-25,-2,0.6,-6,0.4,-5,-5,-3,15
CCc1cc(CNC(=O)c2cccc(OC3CCN(S(C)(=O)=O)CC3)c2)on1,2,-1,-13,-2,0.3,-3,-0.1,13,0,1,-2
COC(=O)c1ccc2nc(NC(=O)CCS(=O)(=O)c3ccccc3)sc2c1,13,0,-13,3,-2.2,6,0.4,-8,6,-5,-10
COc1ccccc1-n1c(SCC(N)=O)nnc1-c1ccccc1,-1,1,1,6,-0.7,-2,0.3,nt,-1,-5,4
COc1ccc(NC(=O)CSc2nnc(CNC(=O)c3ccco3)o2)cc1,-3,-4,194,-6,-1.0,-1,0.6,7,15,nt,0
CCOc1ccc(NC(=O)c2ccccc2NC(=O)CN(C)CC(=O)Nc2ccc(C)cc2)cc1,0,2,-13,6,1.9,5,1.0,-1,1,35,8
C=C1[C@@H](O)[C@H](Cc2ccccc2)N(Cc2ccccc2Br)S1(=O)=O,nt,-7,nt,-1,0.1,4,1.1,0,8,7,3
COc1ccc(/C=N/NC(=O)c2ccc(Br)cc2)cc1CN1CCOCC1,1,-4,-5,4,0.5,-15,8.1,-12,-9,-12,-9
O=C(O)CCC(=O)NNC(=O)c1cccc(Cl)c1,-1,-1,-15,2,0.2,-4,1.2,-6,-7,1,-8
Oc1ccc(Cl)cc1-c1cc(-c2cccc(Br)c2)n[nH]1,-2,-1,35,-2,-0.1,46*,-0.2,-35,-17,-3,4
O=C(c1cc(-c2ccc(Cl)cc2)on1)N1CCN(c2ccc(F)cc2)CC1,4,3,-7,0,0.5,-7,1.6,15,5,-8,9
CC(=O)NC12CC3CC(C1)CC(C(=O)Nc1nccs1)(C3)C2,1,-2,6,-4,0.6,-5,0.5,7,-7,-11,2
O=S1(=O)N=C(Nc2nc3c(s2)CCCC3)c2ccccc21,-1,0,11,-1,0.1,-7,0.0,16,10,11,4
Cc1ccc(N2C(=N)SCC2=O)cc1Cl,0,-3,1,-1,-0.5,1,3.9,3,-1,-8,3
COCCCN1C(=O)C(=O)/C(=C(/O)c2ccc(OC)cc2)C1c1ccc(O)c(OC)c1 (configuration not stated),1,-3,10,6,-2.5,-7,0.0,21,-6,-8,-1

# 3 compounds out of the list above, ordered by the value under CDK5 inh, high to low.
structure	CDK5 inh
Cc1ccc(N2C(=N)SCC2=O)cc1Cl	-0.5
COc1ccc(NC(=O)CSc2nnc(CNC(=O)c3ccco3)o2)cc1	-1.0
COCCCN1C(=O)C(=O)/C(=C(/O)c2ccc(OC)cc2)C1c1ccc(O)c(OC)c1 (configuration not stated)	-2.5

# Following part.
SMILES,NSD2 inh,Keap1 Nrf2 FP,SUMO Mot1 rescue,cardiac RTF act,CDK5 inh,dFosB activator,C-LANA FP,PfHsp90 set2,PvdQ acylase,Rtt109 Vps75,Cardiac RTF inh
Cc1nn(C)c(C(=O)NNC(=S)Nc2ccc(Cl)cc2)c1[N+](=O)[O-],-1,1,-9,2,0.5,-5,2.6,-5,-3,1,-6
COc1cccc2c1c(NC(=O)c1cc(C)on1)nn2C,-2,0,-2,-1,0.3,-9,0.2,-11,-5,-7,-9
O=C(NCc1ccccc1F)C(=O)NCC1OCCCN1S(=O)(=O)c1cccs1 (configuration not stated),-2,-4,20,-2,-0.5,-6,-0.5,3,-31,0,4
COc1cccc(OC)c1C(=O)Nc1ccncc1,-4,1,2,3,3.4,0,-1.3,11,5,13,1
COCCn1c(N)c(NCc2ccccc2)c(=O)n(CC(=O)Nc2cc(C)ccc2C)c1=O,3,2,15,-5,0.7,-5,0.0,5,-2,5,3
Nc1c(C(=O)Nc2ccccc2)c2nc3ccccc3nc2n1CCCN1CCOCC1,16,-1,-28,-6,1.1,-8,0.1,23,14,14,2
Cc1c(NS(=O)(=O)c2cc(C(=O)NCC3CCCO3)cc(Cl)c2Cl)c(=O)n(-c2ccccc2)n1C (configuration not stated),-17,7,-2,-2,1.9,-3,0.1,nt,-6,-16,0
CC1CCCCN1S(=O)(=O)c1ccc(S(=O)(=O)N(CC(=O)Nc2ccccc2)Cc2cccs2)cc1 (configuration not stated),1,-3,0,9,1.0,-5,-2.8,-5,-5,-7,5
C=CC(=O)N1C/C(=C/c2ccc(F)cc2)C(=O)/C(=C\c2ccc(F)cc2)C1,3,-2,nt,-1,0.6,-10,17,15,6,4,-4
CCOc1ccc(OCCCC(=O)NCCc2ccc(OC)cc2)cc1,-2,0,5,11,3.8,-2,-0.4,-15,-3,-8,-9
COc1ccc(/C=C/c2nnc(NC(=O)COc3cccc(C)c3)s2)cc1,-3,-4,18,0,0.3,-6,-0.8,-1,-2,5,3
O=C(CSc1ccccc1)NCCc1ccccc1,-2,3,-12,-2,0.9,2,1.1,-15,-6,-1,-7
COc1ccccc1-c1cn[nH]c(=S)n1,-3,1,15,-2,1.4,3,-0.1,12,-6,-1,-2
O=[N+]([O-])c1ccc(Sc2ccccc2Cl)nc1,3,0,261,1,-0.6,-1,0.5,6,65*,14,-3
NC(=O)[C@H]1CC2(CC(c3cccc(NC(=O)COc4ccc(Cl)cc4)c3)=NO2)CN1C(=O)Cc1ccc([N+](=O)[O-])cc1 (some centres not stated),nt,-1,-12,-5,0.8,-7,-0.3,-17,-24,5,-5
CC12CCC(=O)C=C1CCC1C2C(O)CC2(C)C1CCC2(O)C(=O)COC(=O)COCC(=O)O (configuration not stated),-1,1,nt,1,0.9,7,-0.4,1,3,4,-11
CCn1nnnc1SCC(=O)N1c2ccccc2NC(=O)CC1C (configuration not stated),-1,-3,7,0,-1.2,3,-1.6,-4,4,6,2
Cc1ccc(CN(C)C(=O)c2ccccc2Oc2ccccc2)o1,0,-6,2,1,0.9,-7,2.7,-11,-6,1,-1
Cc1cc(C(C)(C)C)cc(S(=O)(=O)Nc2cccc(C(=O)O)c2)c1C,-2,-6,56,9,-4.3,-6,-0.6,14,-12,0,-7
COc1ccc(NC(=O)CNC(=O)Cc2cccc3ccccc23)cc1,2,0,-2,-2,-0.3,-7,-1.7,nt,-16,3,-12
COC(=O)C(C)n1cnc2c(cnn2-c2ccc(Cl)cc2)c1=O (configuration not stated),0,-1,7,-1,-0.7,-1,-1.9,-21,-3,-1,0
COc1ccccc1N/N=C/c1ccc2c(c1)OCO2,1,-2,-5,-5,0.8,-1,-0.1,2,0,nt,-6
O=C1CCCc2oc3c(cc(NS(=O)(=O)c4ccc5c6c(cccc46)C(=O)N5)c4ccccc43)c21,nt,24*,-5,2,-0.2,5,0.1,-3,-10,2,-2
C/C(=N/NC(=O)CNc1ccc(C)cc1)c1ccc(Br)s1,-1,-1,0,3,-4.8,-17,0.8,10,-17,-5,-7
CC1(c2nnc(-c3cccc(Cl)c3)o2)CC(c2ccc(Cl)cc2)=NO1 (configuration not stated),nt,-1,1,-3,0.6,-1,0.1,-12,-1,3,-12
CCN(c1ccccc1)S(=O)(=O)c1ccc2c(c1)CC(C)N2C(=O)C1CC1 (configuration not stated),-1,3,15,-2,0.2,-7,0.1,6,3,7,-6
CCc1cc2c(=O)c(-c3nc4ccccc4n3C)c(C)oc2cc1OC(C)=O,nt,-4,20,4,-4.0,-1,1.3,12,-9,-3,9
Cc1cc(N2CC(C(=O)NCc3cccnc3)CC2=O)ccc1C(C)C (configuration not stated),1,0,-9,2,-0.4,-13,-3.8,2,-10,2,-9
Fc1ccccc1N1CCN(c2nnnn2-c2ccccc2)CC1,7,2,7,-2,1.0,-4,0.0,-19,6,9,-10
NC(=S)N/N=C1\CC(n2nnnc2-c2ccccc2)C2COC1O2 (configuration not stated),-3,-5,-1,-2,0.6,3,-0.5,2,-5,1,5
C=CCn1c(SCC(=O)c2cc(C)n(Cc3cccs3)c2C)nnc1-c1ccncc1,6,-3,282,7,0.0,-3,0.3,-14,-10,7,-4
COc1ccc(CC(=O)NNC(=O)CN(C)S(=O)(=O)c2ccc(Cl)cc2)cc1OC,28,0,7,-1,-1.5,2,1.4,14,1,-2,-4
CCCn1nc(C(=O)NCc2ccc3c(c2)OCO3)c2ccccc2c1=O,0,4,-8,1,-1.9,-5,-1.3,10,-3,6,-8
CCN1CCN(c2nc3c(C)cccn3c(=O)c2/C=C(\C#N)C(=O)NCCCOC)CC1,10,2,17,11,-1.1,-16,0.7,-9,-10,1,-4
O=C1CC2(CCN(C(=O)COc3ccc(Cl)cc3)CC2)Oc2ccccc21,-1,-1,23,-9,0.0,-13,0.4,nt,3,13,2
Cc1ccc(NC(=O)CCN2C(=O)c3cccc([N+](=O)[O-])c3C2=O)c(Br)c1,0,1,-4,2,1.0,4,-0.8,3,-13,1,-4
CC(c1ccccc1)N(CCC(c1ccccc1)C1CCOC(C)(C)C1)C(=O)c1ccco1 (configuration not stated),-1,-7,-18,2,-1.6,-15,0.1,9,-12,-1,-24
Cc1ccc(S(=O)(=O)NCc2ccccn2)c(C)c1C,0,2,-14,-11,-0.5,0,0.8,-8,-8,2,-6
CC1CCN(c2ccc(C(=O)O)cc2N)CC1,2,-1,nt,-1,0.0,-6,5.5,1,-2,0,-16

# Screens from PubChem BioAssay.
